Bioassay records (PubChem BioAssay)
Akt phos inh = blocks phosphorylation of Akt. AID 651550. activity change, % for hits at 50 µM. 360,000 compounds, 0.32% hits. Neuro2A IGF-stimulated pAkt S473 HTRF, 20 min; hits give low values; in the data active = activity change below about -80%; inconclusive = mostly about -51% to -80%; also: % is scaled to controls: 0 for no effect and ±100 for the full control effect
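Neuro2A cells in DMEM with 0.5% FBS, overnight at 37 deg C, given compound at single 50 µM final, then IGF (6 nM final) for 20 min at 37 deg C. Lysed; phospho-Akt Ser473 by HTRF after 24 h, 665/615 ratio.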
Nrf2 block = inhibitors of Nrf2 signaling | 360,000 compounds, 2.1% hits | AID 504444 | A549 ARE-Fluc reporter, luciferase luminescence, 18-24 h | Potency, µM (highest dose often 46 µM), without a hit: at the highest dose activity change, negative = inhibition, usual class: inhibitors; also: potency is read from the fitted curve at half-maximal effect; % is scaled to controls: 0 for no effect and ±100 for the full control effect; nearly all actives have a fitted effect of over 60% in size
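Concentration-response testing used A549 ARE_Fluc cells at 5000 cells/well. Following an 18-24 h compound incubation, viability was read by fluorescence (Ex 405/Em 525) and luciferase output by luminescence.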
A549 tox = kills or reduces viability of A549 cells in Nrf2 counter-screen. A549 ARE-Fluc cells, CellTiter-Fluor viability, 18-24 h. Potency, µM (series often up to 46 µM), inactives show at the top dose activity change, negative = cytotoxicity, hits mostly inhibitors. 390,000 compounds, 0.16% hits. AID 504648; also: potency is read from the fitted curve at half-maximal effect; % is scaled to controls: 0 for no effect and ±100 for the full control effect
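Cytotoxicity counterscreen: CellTiter-Fluor fluorescence was measured in A549 ARE_Fluc cells after 18-24 h of compound exposure in a concentration series. The subsequent BugLite luminescent read reports ARE-luciferase activity.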
HepG2 tox = HepG2 cytotoxicity, counter-screen for TGF-b inhibitors; AID 588856; Potency, µM (series often up to 46.1 µM), for inactives: at the highest dose activity change, negative = cytotoxicity, hits mostly cytotoxic; HepG2 CAGA-GFP viability, ATP luminescence, 18 h; 410,000 compounds, 0.76% hits; also: potency is read from the fitted curve at half-maximal effect; some results filed as inactive show a strong effect at the top dose
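HepG2 CAGA-GFP cells (1000/well, DMEM with 1% FBS) received compound, then TGF-beta at 500 pg/mL final, and were incubated 18 hours at 37 degrees C. Viability was read by CellTiter-Glo luminescence. Media-only wells were set as complete cell-killing and DMSO as no toxicity.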
TGFb SMAD3 inh = inhibitors of TGF-b signaling; HepG2 CAGA-GFP TGF-b/SMAD3 reporter, GFP fluorescence, 18 h; TGF-beta stimulated, 500 pg/mL final; Potency, µM (series often up to 46.1 µM), for inactives: at the highest dose activity, negative = inhibition, hits mostly inhibitors; 410,000 compounds, 1.2% hits; AID 588855; also: potency is read from the fitted curve at half-maximal effect; % is scaled to controls: 0 for no effect and ±100 for the full control effect; nearly all actives have a fitted effect of over 65% in size
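HEPG2 CAGA-GFP, 1000 cells/well; 2 h settle, 37 C; cpd via pin tool; TGF-b 500 pg/mL final; 18 h, 37 C; GFP imaging ex488/em500-530; %Activity normalised to -TGF-b and +DMSO controls; CRC fit, curve class.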
CCT modulator = changes cytosolic chaperonin activity; 360,000 compounds, 0.3% hits; AID 651819; activity change, % (test concentration not listed), hits read low; purified chaperonin ATPase assay, HTRF ADP detection, 30 min; in the data active = activity change below about -30%; also: % is scaled to controls: 0 for no effect and ±100 for the full control effect
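TRiC at 40 or 20 nM final (batch-dependent) in 30 mM Tris pH 7.4, 100 mM KCl, 5 mM MgCl2, 1 mM DTT, with compound at single 76 uM and 10 uM ATP, 30 min at 37 deg C. ADP detected by HTRF Transcreener, 665/615 ratio.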
Mm-Cpn inhibitor = inhibitors of Methanococcus maripaludis chaperonin (MmCpn); purified Mm-Cpn ATPase, ADP Transcreener TR-FRET; Potency, µM (titrated, usually from 76.9 µM), for the others: top-dose activity, negative = inhibition, usual class: inhibitors; 330,000 compounds, 0.031% hits; AID 504842; also: potency is read from the fitted curve at half-maximal effect; % is scaled to controls: 0 for no effect and ±100 for the full control effect; nearly all actives have a fitted effect of over 80% in size
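Measured: ADP formation by purified Mm-CPN. Conditions: 25 nM protein, 10 uM ATP, Tris pH 7.4 with Mg2+, K+ and DTT, 37°C for 30 min. Detection: Transcreener HTRF after 30 min at room temperature.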
Abeta yeast res = A-beta toxicity reversal in yeast; yeast expressing A-beta42, growth rescue, OD600, 48 h; response scale: 0% DMSO, 100% iron-clioquinol control; AID 1347071; 410,000 compounds, 0.063% hits; Potency, µM (titrated, usually from 46.1 µM), without a hit: at the top dose growth rescue, usual class: activators; also: potency is read from the fitted curve at half-maximal effect; nearly all actives have a fitted effect of over 55% in size
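Yeast growth medium received pinned compounds, then yeast cells expressing toxic A-beta were added; plates incubated at 30 C for 48 hr. Growth read as absorbance at 600 nm, normalized to DMSO and equimolar FeCl3 plus clioquinol controls.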
Nrf2 ARE act = Nrf2 pathway activation; AID 624171; AREc32 ARE-luciferase reporter (MCF7-derived line), luminescence, 24 h; 410,000 compounds, 0.31% hits; Potency, µM (titrated, usually from 46.1 µM), without a hit: at the top dose activation, usual class: activators; also: potency is read from the fitted curve at half-maximal effect; % of control where 0% means no effect; nearly all actives have a fitted effect of over 65% in size
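Nrf2 activation is followed as ARE-luciferase induction in the AREc32 line after one day of compound treatment; luminescence is read with Steady-Glo.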
* = called active by the depositor; i = inactive; ? = inconclusive; · = not tested or not shown; [ ] = remark or other dose. Unless noted, calls follow the shape of the dose curve; as a rule, active = well fitted curve in the direction sought with a large enough effect; inconclusive = small, poorly fitted or top-dose-only effect, or another doubt; inactive = no such curve, though single readings can be large; an effect the other way counts as inactive or inconclusive.

Values run as follows: Akt phos inh	A549 tox	Abeta yeast res	Nrf2 ARE act	TGFb SMAD3 inh	Mm-Cpn inhibitor	CCT modulator	HepG2 tox	Nrf2 block
CCCCNC(=O)C1CCC(CNS(=O)(=O)c2c(C)cc(C)cc2C)CC1 (stereo unspecified)
 : i	1.3%	-5.7%	0.3%	0.3%	1.6%	-0.4	-4.1%	-19.6%
CCN1CCN(CCCCOc2ccccc2F)CC1
 : i	22.0%	12.1%	0.4%	4.2%	-0.3%	-2.3	0.9%	5.1%
Cc1ccc(-c2nnc(CSc3nnc(COc4ccccc4)n3-c3ccccc3)o2)cc1
 : i	-3.4%	1.1%	0.0%	-21.5%	-3.9%	-1.9	-31.1%	-13.7%
O=C1C2C(c3ccccc3)CC=CC2C(c2cccc(Br)c2)N1Cc1ccccc1 (stereo unspecified)
 : ·	-12.2%	·	·	?	·	·	-16.3%	?
COc1ccccc1-c1cc(C(=O)Nc2cc(OC)c(OC)c(OC)c2)no1
 : ·	1.8%	-8.7%	-0.1%	27.0%	·	·	-16.4%	19.8%
O=C(NCCN1C(=O)S/C(=C/c2cccnc2)C1=O)c1ccc(S(=O)(=O)N2CCCC2)cc1
 : i	-2.3%	2.0%	6.6%	8.6%	·	-1.2	-9.9%	-1.1%
CCCNC(=O)C1(C)CCN(Cc2ccc(C(=O)OCC)cc2)C1 (stereo unspecified)
 : i	·	3.0%	0.6%[9.22 µM]	5.6%	·	0.3	-15.2%	·
COc1ccccc1CNc1nc(-c2ccco2)nn1C(=O)c1cc(OC)c(OC)c(OC)c1
 : ·	-1.0%	-0.3%	0.3%	-14.9%	·	·	-21.5%	2.1%
O=C(COc1ccc2oc3c(c2c1)CCCC3)Nc1ccc(Br)cc1
 : ·	9.4%	-13.2%	-1.5%	22.5%	·	·	-21.1%	8.3%
Cc1ncc(CSc2nc3ccccc3[nH]2)c(N)n1
 : i	-9.5%	-0.1%	-1.0%	12.4%	1.5%	-0.5	10.1%	-26.5%
C(=N\Nc1cc(N2CCCCC2)ncn1)/c1ccco1
 : i	-6.3%	-7.7%	?	-16.8%	1.7%	-4.3	-15.1%	9.2%
Cc1ccc(NC(=O)C2CCCN(c3nc4ccccc4s3)C2)c(C)c1 (stereo unspecified)
 : ·	4.1%	-5.6%	-0.4%	9.6%	·	·	-0.2%	25.5%
Cc1ccc(NC(=O)C(Cc2c[nH]c3ccccc23)NC(=O)OCC(C)C)cc1 (stereo unspecified)
 : ·	-10.6%	-6.6%	10.4%	?	·	·	-33.3%	2.7%
COc1cccc(-c2ncc3ccccc3c2CO)c1
 : i	19.3%	-3.0%	-0.9%	5.0%	-0.5%	-0.3	2.9%	-13.0%
COc1ccccc1/C=C/c1nc(C#N)c(NCCc2ccccc2)o1
 : ·	10.1%	-25.2%	6.1%	·	·	·	-24.7%	-25.4%
CC(NC(=O)Nc1ccc2c(c1)OCO2)C1CCCO1 (stereo unspecified)
 : i	·	-7.2%	0.6%	7.9%	1.4%	-2.2	-17.3%	?
Cc1ccc(S(=O)(=O)N2CCC(=O)CC2)cc1
 : i	-1.0%	-1.1%	-0.8%	0.0%	-2.3%	-1.0	3.8%	11.7%
CS(=O)(=O)Nc1ccc(C2=NN(C(=O)c3cccc(F)c3)C(c3cccs3)C2)cc1 (stereo unspecified)
 : i	?	8.2%	3.0%	11.1%	-1.5%	-0.6	11.8%	18.4µM*
O=C(Nc1ccccc1C(=O)OCc1cc(=O)n2nc(C3CC3)sc2n1)c1cccc(Cl)c1
 : ·	-17.0%	-12.5%	-0.2%	0.0%	·	·	3.8%	·
COc1cc(NC(=O)CSc2nc3nc(C)c(Cc4ccc(C)cc4)c(C)n3n2)cc(OC)c1
 : ·	-12.4%	-6.7%	-0.5%	?	·	·	-11.4%	·
CC(=O)Nc1ccc(NC(=O)C(NC(=O)C2CCC(C)CC2)C(C)C)cc1 (stereo unspecified)
 : ·	-10.3%	-30.5%	-0.5%	1.5%	·	·	-8.1%	6.3%[9.27 µM]
O=C(N/N=C/c1ccccc1C(=O)O)c1ccc(COc2cccc3cccnc23)cc1
 : i	4.8%	-18.1%	0.1%	4.6%	0.9%	-2.8	3.2%	1.1%
Cc1cccc2cc(CN(CCN3CCCC3)C(=O)NC3CCCCC3)c(=O)[nH]c12
 : i	2.5%	17.9%	0.6%	-2.0%	0.8%	2.8	1.6%	?
COc1ccc(-c2cccc(NS(=O)(=O)c3ccc(C)s3)c2)nn1
 : ·	-4.5%	-2.9%	0.9%	?	·	·	-24.8%	·
Cc1ccc(S(=O)(=O)N(C)c2ccc(C(=O)Nc3ccccn3)cc2)cc1
 : i	-0.6%	-27.6%	0.6%	?	1.5%	-0.3	-24.6%	-2.2%
CCOCCCn1c(=N)c(C(=O)NCc2ccccc2)cc2c(=O)n3ccccc3nc21
 : ·	23.1%	-13.8%	-0.1%	3.8%	·	·	4.7%	-0.9%
CCOC(=O)Cn1nc(C)n(-c2ccc(C)cc2)c1=O
 : i	-5.4%	11.1%	-0.5%	?	1.3%	0.3	-7.3%	7.5%
CCCCn1c(N)c(N(CC)C(=O)Cc2ccc(S(=O)(=O)N3CCOCC3)s2)c(=O)[nH]c1=O
 : i	-4.1%	-15.7%	-0.2%	2.1%	-1.3%	-0.5	1.5%	7.4%
Cc1cc(F)ccc1S(=O)(=O)N1CCCOC1CNC(=O)C(=O)NC1CC1 (stereo unspecified)
 : i	-2.3%	15.3%	-0.3%	8.7%	2.3%	-0.7	-0.6%	0.5%
CC(=O)N1CCC(=NNC(=O)CSc2cc(C)c(Br)cc2C)CC1
 : i	7.1%	16.6%	2.5%	-3.8%	2.7%	0.4	-24.8%	13.8%
Cc1nn(-c2ccc(Cl)cc2)c(N)c1C(O)(CSc1nccn1C)C(F)(F)F (stereo unspecified)
 : i	-4.9%	6.0%	4.9%	-8.1%	0.4%	-3.2	-5.6%	-0.7%
Cc1nn(C)c2c1c(-c1ccccc1)cc(=O)n2C(C)C(=O)NCCc1ccc(Cl)cc1 (stereo unspecified)
 : ·	-0.9%	9.2%	7.8%	?	·	·	-27.9%	?
CC(C)Sc1nc2ccccc2n1CC(=O)NCc1ccc2c(c1)OCO2
 : i	1.0%	14.9%	-0.7%	-3.7%	-2.9%	-1.3	0.0%	-24.0%
COc1ccc(C(=O)COC(=O)C2COc3ccccc3O2)c(OC)c1 (stereo unspecified)
 : i	·	2.8%	-0.3%	4.2%	·	-2.6	16.3%	·
COc1ccccc1N1CCN(C(=O)CCC(=O)Nc2nnc(CC(C)C)s2)CC1
 : i	-3.7%	0.8%	-0.5%	-1.4%	-1.9%	-1.2	1.8%	-20.6%
CCOC(=O)C1=C(C)Nc2ccccc2N=C1NC(=O)/C=C/c1ccc(OC)cc1OC
 : i	2.2%	21.1%	-0.1%	-1.4%	?	1.4	-5.5%	-12.6%
CN(C)CCNC(=O)c1cccc(-c2cnc3c(NC=O)cc(-c4ccc(C(=O)N5CCOCC5)cc4)cn23)c1
 : i	·	-11.1%	0.3%	0.8%	·	-1.6	5.7%	·
O=S(=O)(/N=C(/Nc1cc(N2CCOCC2)ncn1)c1ccccc1)c1ccccc1
 : i	4.0%	-5.0%	0.5%	-8.0%	0.3%	0.1	3.1%	?
Cc1ccc(NCC2(N=Cc3ccccc3)OC(CO)C(O)C2O)cc1 (stereo unspecified)
 : i	-1.1%	-15.4%	-0.3%	31.8%[activator]	·	2.6	-7.4%	2.7%
COc1ccc2nc3n(c(=O)c2c1)-c1ncccc1C(=O)NC3C (stereo unspecified)
 : i	·	-6.7%	0.0%	3.9%	·	1.1	8.8%	·
O=C(O)c1c[nH]c2cc(C(F)(F)F)ccc2c1=O
 : i	-0.7%	1.2%	1.8%	7.1%	-0.6%	-5.5	1.1%	1.7%
O=c1c2ccccc2nc(SCc2cccc(F)c2)n1Cc1ccco1
 : i	0.0%	16.9%	0.2%	?	0.3%	-3.3	-15.1%	-10.9%
CC(=O)c1cccc(N2C(=NC(=O)C3CC3)SC3CS(=O)(=O)CC32)c1 (stereo unspecified)
 : i	-4.5%	-9.3%	0.8%	3.4%	5.5%	-0.1	0.2%	-13.3%
COc1ccc(C(=O)NC2CCN(CC(=O)Nc3c(C)cccc3C)CC2)cc1OC
 : i	1.7%	17.5%	-0.2%	-14.6%	-0.9%	-2.5	13.8%	-11.6%
COc1ccc2cc(CCNC(=O)c3ccco3)c(=O)[nH]c2c1
 : i	-0.1%	7.3%	0.3%	12.5%	3.5%	1.1	7.2%	?

Two compounds picked at random from the list so far:
Values run as follows: Akt phos inh	A549 tox	Abeta yeast res	Nrf2 ARE act	TGFb SMAD3 inh	Mm-Cpn inhibitor	CCT modulator	HepG2 tox	Nrf2 block
O=c1c2ccccc2nc(SCc2cccc(F)c2)n1Cc1ccco1
 : i	0.0%	16.9%	0.2%	?	0.3%	-3.3	-15.1%	-10.9%
O=C(O)c1c[nH]c2cc(C(F)(F)F)ccc2c1=O
 : i	-0.7%	1.2%	1.8%	7.1%	-0.6%	-5.5	1.1%	1.7%
